Assay outcomes from PubChem BioAssay.
CSN deneddyl inh: inhibitors of human CSN-mediated cullin deneddylation | Q92905 | Purified CSN, SCF-Nedd8-OG deneddylation, fluorescence polarization | inhibition, % at 12.5 µM | 360,000 compounds, 0.38% hits;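 active means pattern-corrected inhibition above about 35%, with an unprinted fluorescence ratio check between 0.5 and 1.5, limit read from the data, passing the limit was not always enough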;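 further: 0% = enzyme with substrate and 100% = substrate without enzyme; some results filed as inactive read as strong as hits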
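Assay system: HEK293T-derived human Csn5 enzyme; quantity: 0.24 nM enzyme; medium: Tris/NaCl/DTT buffer, pH 7.5; also added: substrate SCFSkp2-Nedd8OG, 10 nM; doses: 12.5 µM compound; schedule: 90 min reaction at room temperature; signal: FP; read-out: % inhibition of substrate cleavage by Csn5; benchmarks: substrate-only high control, full reaction low control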
MsrA inhibitor: bovine MsrA inhibition; purified bovine MsrA, absorbance read-out; 360,000 compounds, 0.75% hits; inhibition, % at 15.5 µM; in the data active means inhibition above about 4.5%;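 further: 0% = vehicle wells with enzyme and 100% = reference inhibitor wells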
bovine MsrA act: activates bovine MsrA enzyme; 360,000 compounds, 0.3% hits; AID 602163; purified bovine MsrA, absorbance read-out; activation, % at 10.6 µM; in the data active means activation above about 7.5%;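 further: 0% = vehicle and 100% = reference activator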
TbMetRS inhib: blocks T. brucei methionyl-tRNA synthetase activity; purified T. brucei MetRS, ATP depletion, Kinase-Glo luminescence; inhibition, % at 11.9 µM; 360,000 compounds, 0.4% hits;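 active means inhibition above a per-plate cutoff of the control wells' mean inhibition plus 3 SD, cut at about 5.5% in these data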;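 further: 0% = DMSO wells median and 100% = median of wells with control inhibitor compound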
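Dosing: 11.9 µM single point; system: parasite MetRS enzyme; technique: luminescence of leftover ATP; times: 15 min enzyme-compound preincubation, 2 h reaction, 10 min detection, 25 °C; replicates: each compound tested once; read-out basis: percent inhibition relative to median high and low control wells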
E coli Lon inh: inhibits E. coli Lon protease; P0A9M0; purified E. coli Lon protease, fluorescence polarization; inhibition, % at 7.94 µM; 360,000 compounds, 0.42% hits; AID 602123; in the data active means inhibition above about 13%, passing the limit was not always enough;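 further: 0% = enzyme with probe and DMSO and 100% = no enzyme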
Rin1 Abl inh: blocks binding of human Rin1 to Abl | P00519+Q13671 | TR-FRET Rin1/Abl binding, biochemical | inhibition, % at 7.35 µM | 360,000 compounds, 0.4% hits; in the data active means inhibition above about 5%, passing the limit was not always enough
Neddyl block: blocks human cullin neddylation. P61081+Q13564. TR-FRET cullin neddylation, biochemical. calls only at 25 µM. 360,000 compounds, 0.58% hits. AID 651699; in the data active means inhibition above about 36%
FAS-TE inh: FAS thioesterase (human) inhibition. recombinant FAS-TE, OMFH fluorogenic substrate, fluorescence endpoint. inhibition, % at 15 µM. 360,000 compounds, 0.67% hits. AID 602261;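 active means compounds whose normalised, plate-corrected inhibition of enzyme fluorescence in the single-dose primary screen is 50% or more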;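 further: 0% = DMSO with enzyme and 100% = substrate without enzyme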
MLLE-PAM2 inh: blocks PAM2 peptide binding to the PABP1 MLLE domain | P11940 | GST-MLLE / FITC-PAM2 fluorescence polarization | inhibition, % at 20 µM | 360,000 compounds, 0.36% hits | AID 588489; in the data active means inhibition above about 35%, passing the limit was not always enough;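 further: plate controls were DMSO wells with GST-MLLE for no effect and wells lacking GST-MLLE protein for full effect; some results filed as inactive read as strong as hits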
Active calls of the source: *; i = inactive; nt = not tested or not shown.

canonical_smiles,CSN deneddyl inh,MsrA inhibitor,bovine MsrA act,TbMetRS inhib,E coli Lon inh,Rin1 Abl inh,Neddyl block,FAS-TE inh,MLLE-PAM2 inh
CC(=O)Nc1ccc(NC(=O)[C@@H](NC(=O)c2ccccc2F)C(C)C)cc1,5.1,0.4,-1.4,-0.4,-3.4,-5.0,i,-2.2,-16.3
CCC(=O)Nc1nc2ccc3nc(C)sc3c2s1,-0.5,0.9,1.7,-0.5,-6.1,5.5,i,0.7,2.0
CCCN1CCC(NC(=O)CC2C(=O)NCCN2Cc2ccccc2C)CC1 (stereo not drawn),17.0,-0.1,-11.0,-0.8,-4.9,1.8,i,-3.0,-0.2
Cc1ccccc1Nc1c(-c2ccncc2)nc2ccc(Cl)cn12,-5.2,0.1,-1.6,-0.3,3.5,0.1,nt,3.3,-1.7
O=C(NNS(=O)(=O)c1ccccc1)c1cnn(-c2ccccc2)c1-n1cccc1,0.2,0.3,-1.0,-0.2,-1.8,2.4,i,-4.3,-3.7
CC(C)(C)c1cc(NS(=O)(=O)c2ccc(Br)s2)no1,3.7,-0.6,-4.2,0.0,3.6,-1.5,i,-2.5,-19.1
Cc1cc(N(C)C)nc(Nc2ccccc2)n1,-1.8,-0.3,-1.1,2.4,11.1,8.4,i,-10.1,1.0
COCCn1c(-c2cccs2)csc1=Nc1cccnc1,0.7,-0.6,2.3,0.3,-10.2,-0.7,i,-6.5,24.9
Cc1cc(NC(=O)CSCC(=O)Nc2ccccc2OC(F)F)no1,-6.0,-0.5,-2.2,-0.1,5.5,-0.5,i,-0.1,-5.1
O=C1CN(c2nc3nonc3nc2N2CCCCC2)CCN1,13.8,1.2,-2.8,0.0,1.0,-1.1,i,-2.8,-1.0
COc1ccc(NC(=O)CSc2nnc3ccc(-c4ccncc4)nn23)cc1OC,3.5,0.4,-1.3,-0.2,-4.0,-2.0,i,-2.9,2.1
COCCN(C(=O)COC(=O)Cc1cccc(OC)c1)c1c(N)n(Cc2ccccc2)c(=O)[nH]c1=O,1.8,-0.1,-9.3,-0.7,-9.5,0.5,i,-7.1,-6.8
COC(=O)c1c(NC(=O)C2COc3ccccc3O2)sc2c1CCN(C(C)=O)C2 (stereo not drawn),-7.7,1.3,-0.9,-0.8,-10.8,0.5,i,10.4,9.7
Cc1ccc(S(=O)(=O)N2CCN(C(=O)Cc3ccc(S(=O)(=O)N4CCOCC4)s3)CC2)cc1,6.1,-0.9,-0.1,-0.3,-10.5,3.9,i,17.0,-76.4
COc1ccc(NC(=O)CSc2ncccc2C(=O)OC(C)C)cc1OC,-2.3,0.6,-9.8,-1.3,8.0,1.1,i,-3.4,10.6
Cc1ccnc(N2CCC(C(=O)NNC(=O)c3ccccc3)CC2)n1,-0.2,-0.8,-2.9,-0.1,-7.8,-0.1,i,-8.5,-0.3
CNC(=S)N(CCc1ccc(S(N)(=O)=O)cc1)C1CC(=O)N(c2ccccc2F)C1=O (stereo not drawn),-0.8,0.2,-2.0,-0.2,10.7,0.1,i,-2.4,-2.7
COCCN(CCOC)S(=O)(=O)c1ccc(NC(=O)c2cnccn2)cc1,-3.7,1.1,-1.1,0.1,-1.6,-2.0,i,-4.9,3.8
Cc1ccc(NC(=O)Cn2cc(C(=O)C3CC3)c3ccccc32)cc1,-0.4,-1.7,-1.7,-0.5,-2.7,2.1,i,-4.3,1.2
O=C(c1cccc(C(F)(F)F)c1)C1CCCN(C(=O)CCn2cnnn2)C1 (stereo not drawn),1.8,-1.3,-3.7,0.2,-10.6,0.8,i,-6.2,-10.7
COc1ccc(N2CCN(C(=O)COCC(=O)O)CC2)cc1,-0.3,-0.3,-1.0,-0.3,-1.6,-1.2,i,0.7,8.8
Cn1c(=O)c2c(nc(SCCN3CCCCC3)n2Cc2ccc(Cl)cc2)n(C)c1=O,2.1,-1.4,-2.4,-0.5,-6.2,1.3,i,2.2,-138.3
CC1=C(C#N)C(=O)NC(=O)/C1=C\c1ccc(-c2cc(C)c(C)cc2[N+](=O)[O-])o1,2.5,9.0*,-6.0,0.4,4.4,-1.9,i,5.7,20.2
COc1ccc(CCNC(=O)CCCn2nc(C)n3ccnc3c2=O)cc1OC,-1.2,0.1,-2.3,0.3,8.2,-1.4,i,-7.1,22.2
O=C(CN1C(=O)CCS(=O)(=O)c2ccccc21)Nc1cccc(Cl)c1,-1.6,-0.2,2.3,-0.3,5.7,0.8,i,-4.1,-0.2
COc1cc(C2C(=O)c3ccccc3C2=O)ccc1O,0.0,3.4,-2.2,0.7,-13.3,-0.8,nt,-6.0,-10.2
O=C(O)c1cc2c(ccc3ccccc32)[nH]1,1.3,3.0,-8.3,0.2,-0.1,3.6,i,-6.6,2.9
CC1(C2CC2)NC(=O)N(CC(=O)Nc2ccc(F)cc2F)C1=O (stereo not drawn),1.9,-0.5,-4.9,-0.3,-0.2,1.2,i,-3.8,2.3
O=C(CCCC(=O)NNC(=O)Nc1ccccc1)NNC(=O)Nc1ccccc1,-12.7,-0.7,-5.8,-0.8,-8.7,1.9,i,-5.9,-2.1
CCOC(=O)c1sc(NC(=S)NC(=O)C2CCCC2)cc1C,1.6,0.0,-2.0,0.3,-3.4,-2.6,i,2.4,10.1
CSc1nc2ccccc2cc1/C=C(\C#N)c1cccc(Cl)c1,-8.2,0.5,-1.4,-0.9,-7.5,-0.3,i,17.2,-9.9
Cc1ccc(S(=O)(=O)Cc2csc(N)n2)cc1,-2.3,-0.3,-0.8,0.4,0.8,-7.3,i,-8.8,7.7
COc1ccc(-c2c(C)nn3c(N)c(C#N)cnc23)cc1OC,-9.4,2.7,-4.1,0.3,1.0,0.8,i,-0.6,-0.5
CC(Sc1nnc(-c2cccs2)n1Cc1ccccc1)C(=O)NCc1ccc2c(c1)OCO2 (stereo not drawn),4.8,-1.1,-5.9,-1.4,-2.3,0.4,i,1.6,-26.3
O=c1[nH]c2ccccc2cc1CN(CC1CCCO1)S(=O)(=O)c1ccccc1 (stereo not drawn),-0.8,1.0,-3.4,-0.3,-12.8,-0.6,i,-1.8,3.8
Cc1nn(-c2ccccc2)c2sc(C(=O)NC3CC3)cc12,-6.0,0.1,-8.1,-0.7,-2.3,1.6,i,-4.2,1.7
O=C(NNc1ncnc2c1cnn2-c1ccc(F)cc1)c1ccco1,-1.0,0.1,-4.4,-0.4,0.5,3.4,i,-6.0,-19.1
O=C(O)c1cccc(Nc2cc(Cl)c3nonc3c2[N+](=O)[O-])c1,-5.5,4.6*,-7.3,0.2,-1.4,-2.7,i,27.2,35.7
CC1(C)CC(c2nc(-c3ccc([N+](=O)[O-])cc3)cs2)CCO1 (stereo not drawn),-3.2,4.8*,-4.3,0.1,2.3,-0.1,i,17.6,21.0
C=CCn1c(COc2ccc(Cl)cc2)nnc1SCc1ccc(C#N)cc1,2.5,2.0,2.3,0.4,-3.0,4.5,i,15.2,-108.5
CC(Sc1ccccc1)C(=O)NCC1COc2ccccc2O1 (stereo not drawn),-0.6,-0.4,2.2,-0.5,-5.2,-0.2,i,-2.3,17.6
O=S(=O)(CCCc1ccccc1)c1ncn[nH]1,-1.3,-1.3,-8.6,-1.4,-10.6,2.3,i,0.0,-7.7
CC(=O)Nc1cccc(NC(=O)COc2ccccc2C)c1,-1.4,-0.6,-1.5,-0.2,-12.0,1.5,i,-2.5,-5.4
Cc1ccccc1C(=O)N1CCC(C(=O)Nc2ccc(S(=O)(=O)N3CCCCC3)cc2)CC1,1.4,-1.4,-6.7,-0.6,5.1,11.9*,i,1.9,-27.4
CCCS(=O)(=O)NC(=O)C1(C)CCN(C(=O)c2ccc(C#N)cc2)C1 (stereo not drawn),-0.5,-0.2,-2.4,0.0,-11.4,-2.0,i,-4.5,2.2
C[C@@H](NC(=O)c1ncn(Cc2ccccc2)c1C(=O)N[C@H](C)c1ccccc1)c1ccccc1,-5.2,2.9,-1.5,-0.3,-6.0,3.5,i,25.9,11.8
O=C(/C=C/c1cccc([N+](=O)[O-])c1)Nc1cc(C(=O)O)cc(C(=O)O)c1,-5.2,2.8,-2.8,0.5,4.3,-0.5,i,-2.1,-16.0
CC(=O)NC1=NN(C(C)=O)C(c2ccccn2)S1 (stereo not drawn),-5.1,0.1,-8.5,-0.3,7.3,3.0,i,-13.0,-1.7
Cc1ccc2[nH]c(-c3ccccc3)c(CN3CCCC3)c(=O)c2c1,0.2,0.2,-3.1,0.2,0.2,6.1,i,-2.8,-2.8
Cc1ccc(F)cc1NC(=O)CN1CCN(Cc2ccccc2)CC1,-1.0,-0.1,-0.5,0.5,-6.4,0.7,i,0.5,16.6
CC(CCc1ccco1)NC(=O)CSc1cc(=O)n(C)c2ccccc12 (stereo not drawn),1.0,0.7,-3.4,0.0,4.0,-22.5,i,20.4,9.6
COc1cc(C(=O)OCC(=O)N2CCCC2)cc(OC)c1OC,-3.8,0.1,1.8,0.1,13.8,4.6,i,-6.6,-3.8
COc1ccc(CN(C)C(=O)CNC(=O)c2sc3ccccc3c2Cl)c(OC)c1OC,-0.6,-0.2,-3.7,-0.3,-17.3,-2.5,i,14.4,1.9
C[C@H](CO)N1C[C@H](C)[C@H](CN(C)C(=O)c2ccccc2)OCc2ccccc2-c2c(n(C)c3ccccc23)C1=O,5.4,-0.6,-1.6,-0.7,-17.4,-0.5,i,1.5,0.9
Cc1cc2nc(C)n(CCCNC(=O)Nc3ccccc3)c2cc1C,0.6,-0.4,-3.1,1.2,0.9,-3.8,i,-2.6,4.6
C=CCNC(=O)C1CC(=O)N(c2ccc(OCC(=O)Nc3c(C)cccc3C)cc2)C1 (stereo not drawn),3.0,0.6,0.4,-0.7,7.1,-0.1,i,-2.9,-7.6
CCOc1ccc2nc(N3CCCN(C(=O)Nc4ccccc4C)CC3)c(C#N)cc2c1,-6.7,0.1,-1.1,-0.4,9.8,-4.5,nt,-0.2,27.0
COc1cc(C(=O)Oc2ccc(C(=S)N3CCOCC3)cc2)cc(OC)c1OC,-5.5,-0.6,-1.0,-0.1,-5.3,-2.1,i,2.3,6.3
CCn1c(SCC(N)=O)nnc1-c1ccc2[nH]c(C)c(C)c2c1,0.1,0.2,-2.4,-0.9,-12.4,2.7,i,-6.2,-17.5
Cc1cc(NC(=O)COC(=O)C2CSC3(C)CCC(=O)N23)ccc1Br (stereo not drawn),-3.2,-0.8,-1.1,-0.2,11.9,-1.4,i,2.7,9.8

Going on with the list.
canonical_smiles,CSN deneddyl inh,MsrA inhibitor,bovine MsrA act,TbMetRS inhib,E coli Lon inh,Rin1 Abl inh,Neddyl block,FAS-TE inh,MLLE-PAM2 inh
CCCCCc1nc(-c2nonc2N)no1,1.2,-0.5,-6.1,0.0,-2.4,1.1,i,-5.7,-2.7
CC(Cc1cccnc1)NC(=O)CCc1nnc(-c2ccccc2)o1 (stereo not drawn),3.8,-0.1,-2.8,-0.4,-11.7,1.0,i,-6.4,7.0
Cc1cc(=O)[nH]c(NN)n1,-2.9,0.3,-3.7,-0.6,5.3,2.4,i,-3.7,2.3
CC(Sc1nncs1)C(=O)Nc1ccc2c(c1)OCO2 (stereo not drawn),4.5,-2.1,-1.8,-0.8,-1.4,-0.3,i,-1.0,16.5
